Screens deposited in PubChem by several laboratories.
TRPC4 act: activators of mouse TRPC4 channel. HEK293 TRPC4beta/mu-opioid, Fluo4 calcium fluorescence; hits give high values. actives 0.49% (n = 310,000). B-score at 10 µM. AID 2237. Q9QUQ5;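 active = B-score above 5 SD of library B-scores, and initial fluorescence ratio not above library mean plus 5 SD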;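 note: positive B-score marks a calcium rise read as TRPC4 activation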
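Material: TRPC4beta and mu-opioid receptor HEK293 stable cells | Incubation: 45 min room-temperature Fluo4 loading, 110 s read | Detection: Kinetic Fluo4 calcium fluorescence | Measure: Integrated baseline-normalised fluorescence ratio, converted to per-well B score | Benchmarks: Low control buffer alone, high control maximal DAMGO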
MrgX1 antagonist: blocks BAM8-22 activation of human MrgX1 receptor; Q96LB2; MRGX1-HEK293 calcium flux, Fluo-4, BAM8-22 antagonism; hits give low values; B-score at 10 µM; actives 1.3% (n = 310,000);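 active = calcium-response B-score plate-corrected more than 3 library SD below zero, starting fluorescence within 5 deviations, no agonist response on first addition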;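 note: peak minus trough fluorescence over baseline after final BAM8-22 challenge near maximal dose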
Target sequence (Q96LB2 whole entry, looked up): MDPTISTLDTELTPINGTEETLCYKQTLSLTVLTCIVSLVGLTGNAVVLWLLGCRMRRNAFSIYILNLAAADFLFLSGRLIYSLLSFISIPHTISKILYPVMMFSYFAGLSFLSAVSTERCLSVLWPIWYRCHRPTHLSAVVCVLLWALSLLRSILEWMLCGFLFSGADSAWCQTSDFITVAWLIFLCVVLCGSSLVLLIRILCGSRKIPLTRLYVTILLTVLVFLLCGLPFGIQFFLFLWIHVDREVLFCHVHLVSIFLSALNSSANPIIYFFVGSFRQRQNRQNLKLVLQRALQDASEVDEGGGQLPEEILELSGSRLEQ
PolyA inh: yeast polyadenylation inhibition | AID 1875 | calls only at 12 µM | actives 0.02% (n = 300,000) | S. cerevisiae SKY197-pL101 polyadenylation reporter, beta-gal luminescence; efflux-impaired pdr1/pdr3 knockout yeast; score 100 = 6 SD above DMSO;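 active = lowest replicate activity score at least 50, where 100 means six control SD above control mean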;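 note: yeast exposed to compound for 9 h at 30 °C; higher score means more reporter readthrough which indicates perturbed polyadenylation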
TRPC4 block: TRPC4 (mouse) channel inhibition | Q9QUQ5 | HEK293 TRPC4beta/mu-opioid, DAMGO-evoked Fluo4 calcium flux; hits give low values | B-score at 10 µM | actives 0.39% (n = 300,000) | AID 2247;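 active = B-score over 3 SD under the library average, no early fluorescence shift, positive overall ratio signal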
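Assay system: HEK293 cells with stable TRPC4beta plus mu-opioid receptor expression; Probe or stimulus: DAMGO in two steps, submaximal then maximal; Dosing: single-point compound dosing; Measured by: Fluo4 calcium-dye fluorescence, kinetic read; Read-out basis: B score from integrated Fluo4 fluorescence ratio.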
MrgX1 allo act: allosterically activates human MrgX1 receptor signaling; Q96LB2; MrgX1-HEK293, Fluo-4 calcium flux, FDSS; hits give high values; B-score at 10 µM; actives 0.63% (n = 310,000);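 active = plate-corrected calcium response at least 3 library SD above typical, normal starting fluorescence, not activating the receptor alone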;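 note: compound read alongside a low EC10 to EC30 dose of BAM8-22 agonist; peak minus trough fluorescence over baseline measured at the second addition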
TRPC4 PAM: TRPC4 (mouse) allosteric potentiation. HEK293 TRPC4beta/mu-opioid, DAMGO EC20, Fluo-4 Ca2+ flux; hits give high values. B-score at 10 µM. actives 0.42% (n = 310,000);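 active = B-score of calcium response area above 5 SD of library B-scores, with initial fluorescence ratio within 5 SD of library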;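 note: B-score of integrated fluorescence ratio over time as area under calcium response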
MrgX1 ag: activates human MrgX1 receptor signaling; Q96LB2; MrgX1-HEK293 cells, Fluo-4 calcium fluorescence, agonist mode; hits give high values; B-score at 10 µM; actives 0.44% (n = 310,000); AID 588627;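 active = calcium response B-score plate-corrected fluorescence ratio at least 3 library SD, with starting fluorescence B-score inside 5 SD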
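System – MrgX1-expressing HEK293 cells · Incubation – cells plated overnight, dye loaded 0.5 h 37 °C, 0.5 h room temperature · Technique – kinetic Fluo-4 NW fluorescence of intracellular calcium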
TRPC6 act: mouse TRPC6 channel activation; B-score at 10 µM; HEK293-TRPC6 membrane potential dye fluorescence; hits give high values; actives 0.13% (n = 310,000); AID 2550;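 active = B-score of the integrated fluorescence ratio above library mean plus 3 SD, and starting fluorescence ratio within library mean plus 5 SD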;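 note: higher score means more depolarization so channel activation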
HIF activator: HIF pathway transcriptional activation; U2OS HRE-luciferase reporter, luminescence; normalized: DMSO 0%, desferrioxamine 100%; activation, % at 7.5 µM (by protocol); actives 0.32% (n = 300,000); AID 1910;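 active = mean activation of at least 10% of the iron chelator positive control signal, with at least half of replicates also reaching 10%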
TRPC6 inh: blocks the mouse TRPC6 cation channel; Q61143; HEK293-TRPC6, membrane potential dye, ACh-evoked depolarization; hits give low values; B-score at 10 µM; actives 1.1% (n = 310,000); AID 2553;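 active = B-score under library mean minus 3 SD, initial fluorescence not abnormally high, positive integrated signal ratio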;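 note: B-score derived from integrated fluorescence ratio over the kinetic read; more negative B-score means stronger inhibition of depolarization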
AI-2 QS mod: modulators of Vibrio harveyi AI-2 quorum sensing system; activity change, % at 7.5 µM; AID 2094; actives 0.4% (n = 300,000); Vibrio harveyi JMH597 AI-2 luminescence/OD600 ratio, 9 h; hits give low values; strain lacks LuxN and CqsS sensors; 0 = neutral-control median; in the data active = activity change below about -75%, passing the limit was not always enough;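 note: luminescence divided by OD600 gain over 9 h not by final OD600 alone; inactives centre near 13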
Active calls of the source: *; i = inactive; · = not tested or not shown. Only part of the results is shown; count on the stated rates, not on these rows.

SMILES,PolyA inh,TRPC4 act,MrgX1 allo act,TRPC4 PAM,TRPC6 inh,TRPC6 act,AI-2 QS mod,MrgX1 antagonist,TRPC4 block,MrgX1 ag,HIF activator
CC(C)c1ccc(NS(=O)(=O)c2ccc3[nH]cc(C(=O)N4CCC(C(N)=O)CC4)c(=O)c3c2)cc1,i,i,i,i,i,i,0.5,i,i,i,-0.3
CC(=O)c1cccc(NC(=S)NC(=O)c2ccccc2Cl)c1,i,i,i,i,i,i,14.6,i,i,i,1.0
O=C(C[n+]1ccccc1)N/N=C/c1ccccc1F,i,i,i,i,i,i,12.8,i,i,i,-0.5
CCCn1c(CCNC(=O)c2cccs2)nc2ccccc21,i,i,i,i,i,i,23.7,i,i,i,-0.2
CCn1c(SCc2nc3ccccc3nc2C)nnc1-c1cccs1,i,i,i,i,i,i,3.4,i,i,i,0.0
CCc1ccc(NC(=O)CCCN2C(=S)NC(C)(C)CC2C)cc1 (stereo not given),i,i,i,i,i,i,30.8,i,i,i,0.2
O=C(NN1C(=O)c2ccccc2NC1c1ccoc1)c1ccc([N+](=O)[O-])cc1 (stereo not given),i,i,i,i,i,i,-1.6,-4.63*,i,i,0.7
O=C(Cc1cccc2ccccc12)Nc1ccccc1C(=O)O,i,i,i,i,i,i,23.3,i,i,i,0.2
CC(C)=CC(=O)N1CC[C@@H](N2CCN(c3ccccc3F)CC2)[C@H](O)C1,i,i,i,i,i,i,15.8,i,i,i,0.8
COc1ccc(N(CC(=O)N2c3ccccc3CC2C)S(=O)(=O)c2c(C)noc2C)cc1 (stereo not given),i,i,i,i,i,i,28.9,i,i,i,-0.2
O=C1C(=O)N2C(=C1C(=O)N1CCCCCC1)c1ccccc1CC21CCCC1,i,i,i,i,i,i,25.8,i,i,i,0.5
CN1CCc2c(sc(NC(=O)c3cc4cc([N+](=O)[O-])ccc4s3)c2C(N)=O)C1,i,i,·,i,i,i,17.6,·,i,·,0.6
COc1ccc2[nH]cc(C(O)CN3CCN(c4ccccc4)CC3)c2c1 (stereo not given),i,i,·,i,i,i,2.3,·,i,·,-0.4
O=C(Nc1ccc(Cl)c(Cl)c1)N1CCOCC1,i,i,i,i,i,i,5.5,i,i,i,1.7
FC(F)(F)c1cccc(OCc2noc(-c3ccsc3)n2)c1,i,i,i,i,i,i,-2.6,i,i,i,-0.2
COc1ccc(OC)c(S(=O)(=O)N2CCC(C(=O)NCCc3ccccc3)CC2)c1,i,i,i,i,i,i,4.4,i,i,i,0.4
CCOC(=O)COc1ccc(Cl)cc1C1NC(=O)NC(C)=C1C(C)=O (stereo not given),i,i,i,i,i,i,21.5,i,i,i,-0.2
O=C(CN1CCCCCC1)N/N=C/c1cccc(Cl)c1Cl,i,i,i,i,i,i,14.5,i,i,i,0.5
Cc1cc(C)cc(N2C(=O)CN(Cc3ccccc3)C2=S)c1,i,i,i,i,i,i,6.6,i,i,i,0.0
Cc1cccc(N(Cc2cc3ccccc3[nH]c2=O)S(=O)(=O)c2ccccc2)c1,i,i,i,i,i,i,8.5,i,i,i,1.2
COc1ccccc1C(=O)Nc1cc(C)c(OCC(=O)N2CCOCC2)c(C)c1,i,i,i,i,i,i,-3.5,i,i,i,1.6
COc1ccc(CCC(=O)Nc2cnc3ccccc3c2)cc1,i,i,i,i,i,i,8.4,i,i,i,2.5
O=C1c2ccccc2NC(c2ccccc2)N1Cc1ccco1 (stereo not given),i,i,i,i,i,i,38.0,i,i,i,-0.2
Cc1ccc(C(=O)C2CCN(S(=O)(=O)c3ccc(C(=O)O)cc3)CC2)cc1,i,i,i,i,i,i,24.7,i,i,i,0.2
CCOc1ccc(Nc2nc(N3CCCCC3)nc(N3CCCCC3)n2)cc1,i,i,i,i,i,i,11.0,i,i,i,0.2
Cc1ccc(N2C(=O)N(CC(=O)Nc3ccc(C)c(C)c3)C(=O)C2C)cc1 (stereo not given),i,i,i,i,i,i,2.1,i,i,i,-37.7
CC(=O)NC1(C(F)(F)F)C(=O)NC(C)=C1C#N (stereo not given),i,i,i,i,i,i,6.6,i,i,i,0.0
Cc1ccc2c(c1)N(C(=O)CCC(=O)N1CCc3ccccc3C1)CCO2,i,i,i,i,i,i,14.8,i,i,i,-0.2
O=C(NCc1ccc2c(c1)OCO2)C1CC(=O)N(c2ccc(F)cc2)C1 (stereo not given),i,i,i,i,i,i,48.5,i,i,i,-1.1
O=C(NCCN1CCCC1)C1CC(=O)N(C2CCCCC2)C1 (stereo not given),i,i,i,i,i,i,14.0,i,i,i,0.8
Cc1ccc(-c2csc3ncnc(SCC(=O)Nc4nnc(C)s4)c23)cc1,i,i,i,i,i,i,21.9,i,i,i,-0.1
Cc1c(/C=N/n2cnnc2)c2ccccc2n1C,i,i,i,i,i,i,19.9,i,i,i,0.9
COC(=O)c1cc(NC(=O)CN2CCN(C(C)=O)CC2)cc(C(=O)OC)c1,i,i,i,i,i,i,4.5,i,i,i,0.3
O=C(CSc1nccc(=O)[nH]1)N1N=C2/C(=C/c3ccco3)CCCC2C1c1ccco1 (stereo not given),i,i,i,i,i,i,11.4,i,i,i,0.8
O=C(Cn1c(=O)sc2ccccc21)OC(CCl)CCl,i,i,i,i,i,i,17.1,i,i,i,-0.6
COc1ccnc(CSC(N)=Nc2ccccc2C(F)(F)F)c1,i,i,i,i,i,i,31.0,i,i,33*,1.0
CC12CCC(C/C1=N\OC(=O)c1c(F)cccc1F)C2(C)C (stereo not given),i,i,i,i,i,i,10.1,i,i,53.8*,-0.5
O=C(N/C(=C\c1ccc(Cl)cc1)C(=O)N1CCOCC1)c1ccco1,i,i,i,i,i,i,11.2,i,i,i,0.5
S=c1[nH]nc(C2CC2c2ccc(Cl)cc2)n1-c1ccc(Cl)cc1 (stereo not given),i,i,i,i,i,i,26.8,i,i,i,0.7
COc1ccc(NC(=O)c2ccc(S(=O)(=O)N3CCCCCC3)cc2)c(OC)c1,i,i,i,i,i,i,11.6,i,i,i,0.0
O=C(CNS(=O)(=O)c1cccs1)N1CCCC1,i,i,i,i,i,i,21.3,i,i,i,-0.3
Cc1cc(C)c(S(=O)(=O)ON2C(=O)c3ccccc3C2=O)cc1C,i,i,i,i,i,i,16.5,i,i,i,1.0
CCC(=O)Oc1ccc(C(=O)Nc2cccc(C(=O)c3ccccc3)c2)cc1,i,i,i,i,i,i,10.7,i,i,i,0.6
CC(=O)c1cc2c(cc1NC(=O)c1ccc(Cl)cc1)OCCO2,i,i,i,i,i,i,-0.2,i,i,i,1.6
C=Cn1cc[n+](CC(=O)c2ccc(OC)cc2)c1,i,i,i,i,i,i,9.9,i,i,i,-0.4
Cn1nc(Cc2cccc3ccccc23)c(C#N)c1N,i,i,i,i,i,i,-5.4,i,i,i,-0.9
Cn1c(=O)c2c(nc(CN3CCOCC3)n2CCCc2ccccc2)n(C)c1=O,i,i,i,i,i,i,7.0,i,i,i,0.2
Cc1cc(=O)oc2c(C)c(OCC(=O)N3CCC(C(=O)O)CC3)ccc12,i,i,i,i,i,i,15.8,i,i,i,0.0
COc1ccc(Cl)c(NCCC(=O)O)c1,i,i,i,i,i,i,19.2,i,i,i,-0.6
CCN(C(=O)CSc1cc(C)c2ccc(OC)cc2n1)C1CCS(=O)(=O)C1 (stereo not given),i,i,i,i,i,i,28.4,i,i,i,0.0
Cc1ccccc1-n1c(O)c(/C=C/C=Nc2ccccc2)c(=O)[nH]c1=O,i,i,i,i,i,i,19.0,i,i,i,-0.3
O=C(Nc1ccccc1F)c1ccc2c(c1)OCO2,i,i,i,i,i,i,-3.7,i,i,i,-27.8
CCn1nc(NS(=O)(=O)c2ccc(NC(C)=O)cc2)c2cc3ccccc3nc21,i,i,i,i,i,i,2.8,i,i,i,-0.1
O=C(Nc1ccc(N2CCOCC2)cc1)C1CCN(C(=O)OCc2ccccc2)CC1,i,i,i,i,i,i,13.7,i,i,i,-0.2
CC(C)(C)NC(=O)Cn1nnc(-c2ccccc2NC(=O)c2ccco2)n1,i,i,i,i,i,i,12.8,i,i,i,-0.3
O=C(CCCn1c(=O)[nH]c2ccsc2c1=O)N1CCN(Cc2ccc3c(c2)OCO3)CC1,i,i,i,i,i,i,17.1,i,i,i,0.3

Remaining list, next part
SMILES,PolyA inh,TRPC4 act,MrgX1 allo act,TRPC4 PAM,TRPC6 inh,TRPC6 act,AI-2 QS mod,MrgX1 antagonist,TRPC4 block,MrgX1 ag,HIF activator
CNc1nc(NC#N)nc(SC)n1,i,i,i,i,i,i,5.4,i,i,i,-0.2
CCCCOc1ccc(C(=O)Oc2ccc(C)nc2)cc1,i,i,i,i,i,i,53.2,i,i,i,1.5
CCCN(CC(=O)Nc1ccc(F)c(F)c1F)C(=O)C1=COCCO1,i,i,i,i,i,i,-6.8,i,i,i,-0.5
CS(=O)(=O)N(CC(=O)N1CCOCC1)Cc1ccc(Cl)cc1,i,i,i,i,i,i,18.8,i,i,i,-0.1
CCOc1ccc(C(C(=O)NCC2CCCO2)N(Cc2cccs2)C(=O)c2snc(C(N)=O)c2N)cc1 (stereo not given),i,i,i,i,i,i,8.8,i,i,i,-0.1
CC(=O)c1ccc(NC(=O)C2CCN(S(=O)(=O)c3ccc4c(c3)N(C(C)=O)CCO4)CC2)cc1,i,i,i,i,i,i,17.7,i,i,i,0.7
COc1ccc(-c2cc(C(=O)N3CCCC3)c3ccccc3n2)cc1,i,i,i,i,i,i,49.5,i,i,i,1.9
CN(C(=O)C1CCC(=O)N(Cc2ccccc2F)C1)C1CCOCC1 (stereo not given),i,i,i,i,i,i,6.2,i,i,i,0.2
CC(=C/c1ccco1)/C=N/N1CCN(c2ccccc2)CC1,i,i,i,i,i,i,22.2,i,i,i,4.6
O=C1NCCCC1C(=O)Nc1cccc(C(F)(F)F)c1 (stereo not given),i,i,i,i,i,i,12.1,i,i,i,0.1
